Compound activity (PubChem BioAssay)
WRN inhibitor: WRN helicase (human) inhibition. AID 651768. Q14191. WRN helicase unwinding, fluorescent forked duplex, kinetic. 0.46% of 360,000 active. Potency, µM (series often up to 114 µM), for inactives: at the top dose activity change, negative = inhibition, most hits filed as inhibitors; also: potency is read from the fitted curve at half-maximal effect; % is scaled to controls: 0 for no effect and ±100 for the full control effect; nearly all actives have a fitted effect of over 55% in size
Target sequence (Q14191 whole entry, looked up): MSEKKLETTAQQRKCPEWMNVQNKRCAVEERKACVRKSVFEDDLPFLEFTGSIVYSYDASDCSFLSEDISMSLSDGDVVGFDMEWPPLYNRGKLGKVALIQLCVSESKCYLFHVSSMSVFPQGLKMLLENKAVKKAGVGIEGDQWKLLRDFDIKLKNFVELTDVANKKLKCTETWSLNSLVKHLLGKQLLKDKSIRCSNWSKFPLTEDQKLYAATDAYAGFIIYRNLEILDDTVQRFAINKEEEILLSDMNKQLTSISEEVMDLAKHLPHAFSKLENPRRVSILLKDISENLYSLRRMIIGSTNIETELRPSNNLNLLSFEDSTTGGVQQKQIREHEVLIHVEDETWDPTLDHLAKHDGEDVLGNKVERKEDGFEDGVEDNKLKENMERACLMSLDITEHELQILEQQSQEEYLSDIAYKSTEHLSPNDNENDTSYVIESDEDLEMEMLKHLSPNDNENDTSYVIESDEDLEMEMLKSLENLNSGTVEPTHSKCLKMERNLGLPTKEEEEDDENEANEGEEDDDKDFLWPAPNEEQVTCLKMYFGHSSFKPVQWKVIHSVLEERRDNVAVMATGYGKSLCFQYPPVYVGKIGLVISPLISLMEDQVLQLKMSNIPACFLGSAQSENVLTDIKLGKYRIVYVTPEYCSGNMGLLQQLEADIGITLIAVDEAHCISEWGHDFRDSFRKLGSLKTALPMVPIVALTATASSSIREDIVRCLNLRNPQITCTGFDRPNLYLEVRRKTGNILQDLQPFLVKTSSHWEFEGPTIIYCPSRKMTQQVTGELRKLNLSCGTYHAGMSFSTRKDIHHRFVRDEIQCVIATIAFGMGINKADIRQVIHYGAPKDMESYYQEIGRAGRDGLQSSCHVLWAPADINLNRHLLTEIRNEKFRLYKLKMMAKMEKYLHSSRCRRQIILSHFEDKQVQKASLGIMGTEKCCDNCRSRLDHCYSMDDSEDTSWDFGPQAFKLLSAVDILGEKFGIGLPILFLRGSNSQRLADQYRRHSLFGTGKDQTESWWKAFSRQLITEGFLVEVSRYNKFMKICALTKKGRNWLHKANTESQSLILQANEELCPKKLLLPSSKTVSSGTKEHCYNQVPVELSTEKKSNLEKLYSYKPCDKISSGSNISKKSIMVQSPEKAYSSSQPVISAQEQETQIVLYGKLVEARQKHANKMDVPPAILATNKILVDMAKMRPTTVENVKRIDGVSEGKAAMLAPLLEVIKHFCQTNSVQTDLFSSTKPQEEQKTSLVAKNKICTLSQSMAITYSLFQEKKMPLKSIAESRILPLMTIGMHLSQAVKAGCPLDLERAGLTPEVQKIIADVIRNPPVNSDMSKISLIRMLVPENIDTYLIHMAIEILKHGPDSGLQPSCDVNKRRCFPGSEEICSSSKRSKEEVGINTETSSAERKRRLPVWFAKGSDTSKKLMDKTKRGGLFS
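Primary qHTS, 1536-well format. 20 nM WRN + compound, 15 min RT; start with 100 nM forked fluorophore/quencher duplex, 2 mM ATP (final); kinetic read ex 525/em 598 nm.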
aSyn rescue: inhibitors of alpha-synuclein toxicity in yeast; Yeast expressing alpha-synuclein, growth rescue, BacTiter-Glo, 24 h; AID 652106; 0.14% of 370,000 active; Potency, µM (highest dose often 46.1 µM), without a hit: at the highest dose growth rescue (activation), most hits filed as activators; also: potency is read from the fitted curve at half-maximal effect; % of control where 0% means no effect; nearly all actives have a fitted effect of over 65% in size
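Readout is rescue of growth in alpha-synuclein-expressing yeast, so inhibitors of toxicity appear as activators. Growth after 24 hr at 30 deg C in galactose medium is quantified by luminescence.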
FUS suppressor: FUS proteinopathy suppression in yeast; S. cerevisiae FUS-expressing, growth rescue, OD600, 24 h; Potency, µM (series often up to 76.6 µM), inactives show at the highest dose growth rescue (activation), actives largely listed as activators; AID 1347120; 0.24% of 390,000 active;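 also: potency is read from the fitted curve at half-maximal effect; plate controls were DMSO vehicle for no effect and reference control for full effect; nearly all actives have a fitted effect of over 55% in size; some results filed as inactive show a strong effect at the top dose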
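Quantitative HTS measuring growth restoration of FUS-toxic yeast. Galactose-induced cells (OD 0.005) were exposed 24hr at 30C to compounds at several concentrations, then absorbance at 600 nm was recorded.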
EPAC1 antag: antagonists of human EPAC1 | O95398 | EPAC1 GEF assay, Rap1b-BODIPY-GDP exchange fluorescence | Potency, µM (top dose mostly 115 µM), without a hit: at the highest dose activity change, negative = inhibition, actives largely listed as inhibitors | 0.14% of 360,000 active;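 also: potency is read from the fitted curve at half-maximal effect; plate controls were vehicle for no effect and positive control for full effect; nearly all actives have a fitted effect of over 50% in size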
PI5P4K alpha inh: inhibitors of human PI5P4K alpha; P48426; PI5P4Kalpha enzyme, ADP-Glo luminescence, 60 min; active compounds read low; max response, %; 1.2% of 330,000 active; AID 652105; active = max response of -50% or lower; inconclusive = between -30% and -50%; inactive = -30% or higher; also: value at the top dose of about 77 µM; % is scaled to controls: 0 for no effect and ±100 for the full control effect
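Enzyme plus substrate dispensed, test compounds pinned in, then ATP (5 microM final) added. After 60 min at RT, ADP-Glo reagent 1 for 45 min and reagent 2 for 30 min preceded luminescence imaging.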
PLK1 PBD block: inhibitors of human PLK1 polo-box domain binding. 2.8% of 360,000 active. Potency, µM, for inactives: max response, negative = inhibition, most hits filed as inhibitors. P53350. AID 720504. Plk1 PBD binding of FITC phosphopeptide, fluorescence polarization; also: potency is read from the fitted curve at half-maximal effect; series mostly up to about 57 µM; % is scaled to controls: 0 for no effect and ±100 for the full control effect; nearly all actives have a fitted effect of over 65% in size
EPAC1 ag: EPAC1 (human) agonism. EPAC1 agonist qHTS, biochemical assay; response scale: 100% = response to 6.5 mM cAMP. Potency, µM (highest dose often 154 µM), inactives show top-dose activation, usual class: activators. 0.073% of 360,000 active. AID 720707; also: potency is read from the fitted curve at half-maximal effect; nearly all actives have a fitted effect of over 60% in size
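Read-out is the fluorescence drop as BODIPY-GDP leaves Rap1B (480 nm excitation, 540 nm emission), recorded every 5 minutes over 30 minutes. Reactions held 100 nM EPAC1, 250 nM Rap1B–BODIPY-GDP and 50 uM GDP, with 6.5 mM cAMP setting full activation.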
IL-2 act: IL-2 activation. IL-2 activation reporter assay, cell-based qHTS; stimulated with anti-CD3/CD4/CD28 beads; in transgenic mouse T cells. activation, % (series mostly up to about 46 µM). 0.065% of 360,000 active. AID 652025; in the data active = activation above about 50%; inconclusive = mostly about 30% to 49%; also: 0% is about no effect
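Unstimulated transgenic mouse T cells, 750 per well, received compound and, after 60 minutes, anti-CD3/anti-CD4 bead plus anti-CD28 stimulation. EGFP and DsRed were quantified after 18 hours.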
Abeta yeast res: restores growth of yeast expressing A-beta42 peptide | yeast expressing A-beta42, growth rescue, OD600, 48 h; response scale: 0% DMSO, 100% iron-clioquinol control | Potency, µM (top dose mostly 46.1 µM), inactives show at the top dose growth rescue, hits mostly activators | 0.063% of 410,000 active; also: potency is read from the fitted curve at half-maximal effect; nearly all actives have a fitted effect of over 55% in size
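Growth rescue measured by 600 nm absorbance after 48 h yeast culture at 30 C with compound. Values normalized between DMSO and an equimolar ferric chloride plus clioquinol control.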
* = called active by the depositor; ? = inconclusive; / = not tested or not shown; [ ] = remark or other dose. Unless noted, calls follow the shape of the dose curve; as a rule, active = well fitted curve in the direction sought with a large enough effect; inconclusive = small, poorly fitted or top-dose-only effect, or another doubt; inactive = no such curve, though single readings can be large; an effect the other way counts as inactive or inconclusive. No enrichment for hits; 4.1% or so of the library scored in one or more.

SMILES	WRN inhibitor	aSyn rescue	FUS suppressor	EPAC1 antag	PI5P4K alpha inh	PLK1 PBD block	EPAC1 ag	IL-2 act	Abeta yeast res
COc1ccc(-n2nc(C(=O)NCC(=O)Nc3cc(C)ccc3OC)c3ccccc3c2=O)c(OC)c1	2%	-1%	6%	-8%	-1	-6%	11%	0.3	7%
COC(=O)NCC(c1cccnc1)N1CCN(c2ccccc2F)CC1 (configuration not stated)	-2%	-2%	-10%	8%	1	-4%	-2%	-1.5	3%
CC(C)c1ccc(NC(=O)COc2ccc(S(=O)(=O)N3CCOCC3)cc2)cc1	-4%	3%	21%	-4%	7	3%	-5%	-2.6	5%
COc1ccc(C(=O)Nc2cccc3c2CCCC3)cc1	-5%	-1%	-4%	5%	4	-10%	4%	-0.1	6%
CC(O)Cc1cn([C@@H](CCCCNC(=O)OC(C)(C)C)C(=O)N2CCN(C(=O)OC(C)(C)C)CC2)nn1 (some centres not stated)	5%	-4%	-2%	7%	-1	-14%	-4%	-0.3	-8%
O=C1C(Cc2ccccc2)Nc2ncnc(N3CCCCC3)c2N1Cc1ccccc1 (configuration not stated)	-8%	16%	32%	-10%	-9	-7%	-13%	-0.3	18%
C=CCN(CC=C)C(=O)c1ccncc1	-6%	2%	6%	-3%	0	-4%	0%	-1.3	21%
CC(C)CC(N)c1csc(NC(=O)Nc2ccccc2C(C)(C)C)n1 (configuration not stated)	9%[57.1 µM]	6%	5%	-3%	1	-14%	-2%	-1.1	-3%
COc1cc(NC(=O)c2ccccc2)ccc1NC(=O)Cc1ccccc1	6%	-4%	3%	2%	0	-16%	-7%	-3.0	4%
CCC(C(=O)O)N1C(=O)/C(=C/c2cccn2C)SC1=S (configuration not stated)	0%	0%	-2%	-10%	1	39%[activator]	17%	-0.6	2%
CN(C)c1ccc(N=Nc2ccccc2C(=O)OCC(=O)N2CCCCCC2)cc1	-15%[57.1 µM]	-8%	?	-12%	-4	32%[activator]	1%	-1.9	-35%[inhibitor]
NC(=O)C1CCN(c2cc(Cl)ccc2[N+](=O)[O-])CC1	-32%	6%	7%	-24%	9	-11%	-3%	2.1	-18%
COc1cc(NC(=O)c2cccc([N+](=O)[O-])c2)ccc1NC(=O)c1ccco1	-35%[57.1 µM]	-1%	-5%	?	-7	-6%	-6%	-3.3	-1%
COc1ccc(CN(C(=O)c2ccc(CN3CCOCC3)o2)C(C(=O)NCC2CCCO2)c2ccc(F)cc2)cc1 (configuration not stated)	11%	-3%	6%	-9%	-9	-8%	9%	1.1	-5%
O=S(=O)(c1cnc(Cl)c(Br)c1)N1CCc2ccccc21	0%	4%	32%	-9%	2	-8%	0%	-2.2	10%
N/C(=N\NS(=O)(=O)c1ccccc1)c1ccccn1	-5%	-4%	21%	-19%	0	-9%	2%	-5.7	-16%
O=C(Nc1ccc2c(c1)OCCO2)c1oc2ccccc2c1NC(=O)C1CC1	-11%	-1%	0%	-28%	5	-1%	7%	1.2	11%
Nc1nnc(SCC(=O)Nc2ccc(N3CCOCC3)c(Cl)c2)s1	-28%	1%	14%	-18%	1	-11%	-27%	-1.2	-12%
O=C(NCC(=O)N(c1cccc(F)c1)C(C(=O)NC1CCCC1)c1cccnc1)c1ccco1 (configuration not stated)	-7%	-6%	-22%	-18%	-9	-4%	-6%	0.3	-18%
Cc1ccc(N/C(N)=N/c2nc(C(F)(F)F)cc(C(F)(F)F)n2)cc1	1%	4%	-45%	-19%	13	-1%	10%	-0.3	8%
CCN1C(=NCCc2ccc([N+](=O)[O-])cc2)N[C@@H](c2ccccc2)[C@H](C(=O)OC)[C@H]1C	3%	5%	-8%	-12%	-1	-4%	4%	-2.8	-2%
O=S(=O)(Nc1ccc2ccccc2c1)N1CCCCC1	-5%	28%	6%	-16%	1	-2%	1%	-0.5	?
COc1ccc(CN2C(=O)c3ccccc3C2=O)cc1C(=O)OC(C)C(=O)NC(N)=O (configuration not stated)	0%	-1%	1%	8%	-6	-22%	2%	-0.2	1%
C=CCOc1c(Br)cc(CNCCCN2CCOCC2)cc1OC	3%	2%	-5%	-9%	3	1%	5%	0.8	1%
COc1ccc(CCN(Cc2cccs2)S(=O)(=O)c2ccc(S(=O)(=O)N(C)C3CCCCC3)cc2)cc1OC	-20%	6%	/	0%	15	6%	4%	0.3	0%
Cc1ccc(S(=O)(=O)N2CCN(C(=O)COC(=O)CC(C)c3ccccc3)CC2)c(C)c1 (configuration not stated)	-10%	8%	30%	-29%	8	-2%	6%	-0.4	30%
COc1ccc(CN2C(=O)C(CC(=O)NCCN3CCOCC3)CC(C(=O)N3CCOCC3)=C2C)cc1 (configuration not stated)	7%	-5%	-30%	7%	3	-1%	6%	-1.8	-5%
O=C(CN1CCCCC1)Nc1ccccc1Cl	-3%	4%	-19%	13%	-1	3%	-5%	0.0	8%
CCC(C)(C)NC(=O)Cc1ccc(Cl)cc1	-1%	-12%	-1%	?	0	1%	0%	-0.7	?
Cn1c(Cn2nnc(-c3ccccc3)n2)nnc1SCc1ccccc1Cl	-10%	23%	33%	-2%	/	-8%	0%	0.1	?
N#Cc1c(N)nc2c(c1N)CC(COc1ccccc1)O2 (configuration not stated)	-8%	0%	5%	-1%	362	1%	6%	-2.1	7%
CC(C)OCCCN1CN(S(=O)(=O)c2ccc(Cl)cc2)c2nc3ccccc3nc21	-1%	10%	25%	-7%	21	-13%	1%	-0.4	5%
Cc1ccc(CS(=O)Cc2ccc(C(=O)NCc3ccc(OC(C)C)cc3)o2)cc1 (configuration not stated)	11%	-2%	16%	13%	0	-5%	-9%	-3.9	10%
CCOc1ccc(CN2CCN(C3CCSCC3)CC2CCO)cc1 (configuration not stated)	23%	-2%	11%	6%	5	-6%	-7%	-1.6	-8%
CCCCn1c2c(c(=O)n(C)c1=O)C(CC(=O)OCC(=O)Nc1cccc(C(F)(F)F)c1)C(=O)N2 (configuration not stated)	-36%	0%	2%	-17%	-5	-12%	-4%	5.1	-4%[9.22 µM]
CC(C)OC(=O)NC(c1ccccc1)C(Cl)(Cl)Cl (configuration not stated)	6%	1%	10%	?	4	-10%	2%	-3.2	0%
O=C(CC(O)(c1ccccc1)C(F)(F)F)c1cccs1 (configuration not stated)	-13%	-7%	-6%	-16%	/	0%	4%	0.0	-10%
Cc1cc(C(C)(C)C)cc(C)c1CCNC(=O)c1c(C)noc1C	-6%	-4%	52%	-19%	5	-8%	-7%	-6.3	36%
Cc1ccc(C(=O)NC(=S)Nc2cccc(NC(=O)c3ccccc3Cl)c2)cc1[N+](=O)[O-]	-25%[57.1 µM]	11%	11%	-14%	-5	-12%	-5%	-2.9	14%
CC(NC(=O)CCC(=O)c1ccccc1)c1ccc(F)cc1 (configuration not stated)	-8%	14%	25%	2%	-2	-8%	7%	2.3	2%
OCCN(Cc1ccccc1)C(=S)Nc1ccc(Cl)cc1Cl	-9%	9%	-19%	-20%	6	?	1%	-5.6	8%
Cn1c(SCC(=O)NCC2CCCO2)nc2scc(-c3ccccc3)c2c1=O (configuration not stated)	-3%	10%	3%	3%	12	9%	16%	0.4	-1%
CCC(CO)Oc1cc(NCc2ccc(O)cc2)c2ncn(C(C)C)c2c1 (configuration not stated)	3%	-9%	0%	-18%	-4	-11%	-4%	-1.3	-17%
CNNC(=S)NCCC1=CCCCC1	1%	0%	4%	-16%	1	2%	-4%	0.0	?
CCOC(=O)Cc1ccc(Nc2nc(NCCOC)nc3ccsc23)cc1	-6%	0%	-7%	1%	0	2%	4%	-0.6	-6%
CCOc1ccccc1N1CCN(C(=O)c2ccc3[nH]c4c(c3c2)CCCC4)CC1	-14%	?	?	?	10	0%	8%	-1.0	-19%
Cc1ccccc1S(=O)(=O)NC(=O)C1(C)CCN1C(=O)c1cccc2ccccc12 (configuration not stated)	4%	1%	3%	2%	-2	3%	-18%	-0.7	5%
COc1ccc(/C=N/NC(=O)c2cc3cc(OC)c(OC)cc3[nH]2)cc1	?	-1%	1%	-17%	8	1%	7%	-1.3	-5%
O=C(CSc1nnnn1-c1ccccc1)Nc1ccc(Cl)cc1	5%	5%	-5%	6%	8	1%	-4%	0.5	-8%
c1ccc(-c2nc(N3CCN(c4ccccc4)CC3)nc(-n3ccnc3)n2)cc1	-6%	9%	18%	-1%	/	2%	17%	-2.7	-12%
COc1cc(NS(=O)(=O)c2c(C)[nH]c(C)c2C(=O)N2CCCC2)cc(OC)c1OC	-1%	0%	12%	9%	-2	-15%	6%	-0.2	7%
O=C(Cc1ccc(Br)cc1)NCCc1ccc(Cl)cc1Cl	-15%	12%	5%	-4%	-4	0%	11%	-0.2	6%
C[C@H](O)C#Cc1ccc2c(c1)O[C@@H](CN(C)Cc1ccc(-c3ccccc3)cc1)[C@H](C)CN([C@@H](C)CO)S2(=O)=O	-2%	6%	32%	5%	0	-2%	-11%	-3.7	9%
Cc1ncc(CO)c(/C=N/Nc2ccc(C(F)(F)F)cn2)c1O	3%	-9%	11%	-6%	-2	27µM*	-10%	1.9	-27%
